JMJD2A Tudor inh – blocks the human JMJD2A Tudor domain; O75164; AlphaScreen JMJD2A-Tudor / H3K4me3 peptide binding; Potency, µM (highest dose often 114 µM), for inactives: at the top dose activity change, negative = inhibition, actives largely listed as inhibitors; 390,000 compounds, 4.4% hits; note: potency is the fitted concentration of half-maximal effect; % is set by controls: 0 for no effect and ±100 for the full control effect; nearly all actives have a fitted effect of over 50% in size
12-LOX inh – blocks human arachidonate 12S-lipoxygenase; P18054; purified 12hLO, xylenol orange hydroperoxide absorbance; Potency, µM (titrated, usually from 108 µM), for the others: top-dose activity change, negative = inhibition, hits mostly inhibitors; 580,000 compounds, 1.1% hits; note: potency is the fitted concentration of half-maximal effect; % is set by controls: 0 for no effect and ±100 for the full control effect
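Purified human 12hLO at 150 nM in 25 mM Hepes, 0.01% Triton X-100, pH 7.0, preincubated 15 min at room temperature with compound. Reaction started with 40 uM arachidonic acid, 30 min at room temperature. Hydroperoxide measured by Fe-xylenol orange, 573/405 nm absorbance ratio.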
PI4K2A inh – PI4K2A (human) kinase inhibition; Q9BTU6; purified PI4K2A, ADP-Glo luminescence, 1 h; stronger effect = lower value; activity change, negative = inhibition, % at 76.9 µM; 420,000 compounds, 0.13% hits; AID 1346378; in the data active = activity change below about -50%; inconclusive = mostly about -30% to -49%;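 note: -100% = wells without enzyme as full effect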
Target sequence (Q9BTU6 whole entry, looked up): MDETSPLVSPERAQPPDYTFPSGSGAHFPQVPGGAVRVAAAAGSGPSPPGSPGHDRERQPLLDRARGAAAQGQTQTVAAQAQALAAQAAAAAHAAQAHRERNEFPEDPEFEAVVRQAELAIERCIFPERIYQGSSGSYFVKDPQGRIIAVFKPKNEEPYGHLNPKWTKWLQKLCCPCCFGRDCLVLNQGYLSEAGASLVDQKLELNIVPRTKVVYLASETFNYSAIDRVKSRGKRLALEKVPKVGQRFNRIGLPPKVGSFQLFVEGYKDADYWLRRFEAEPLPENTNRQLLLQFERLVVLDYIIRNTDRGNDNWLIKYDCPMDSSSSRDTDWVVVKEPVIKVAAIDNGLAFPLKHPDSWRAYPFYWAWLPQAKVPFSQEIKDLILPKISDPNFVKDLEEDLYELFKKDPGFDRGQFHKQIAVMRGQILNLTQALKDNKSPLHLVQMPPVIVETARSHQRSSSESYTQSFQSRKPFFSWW
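In this quantitative HTS, ADP production by PI4K2A was quantified luminescently after 1 h at ambient temperature; 100 microM adenosine served as plate-quality control.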
HP1b chromo inh – HP1-beta chromodomain-methylated histone interaction inhibition. P83916. AID 540317. AlphaScreen HP1-beta / biotin-H3K9me3 peptide binding. Potency, µM (highest dose often 114 µM), inactives show at the top dose activity change, negative = inhibition, most hits filed as inhibitors. 390,000 compounds, 0.56% hits; note: potency is the fitted concentration of half-maximal effect; nearly all actives have a fitted effect of over 70% in size; inactives centre near 23
Target sequence (P83916 whole entry, looked up): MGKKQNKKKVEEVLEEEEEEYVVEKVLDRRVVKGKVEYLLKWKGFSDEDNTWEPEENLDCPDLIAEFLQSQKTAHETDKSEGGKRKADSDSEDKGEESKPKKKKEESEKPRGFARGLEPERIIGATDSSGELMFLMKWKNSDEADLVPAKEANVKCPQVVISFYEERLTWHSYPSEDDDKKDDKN
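Compound inhibition of the preformed complex between 50 nM HP1-beta and 50 nM biotinylated H3K9me3 peptide was read by AlphaScreen. Buffer was PBS pH 7.4 with 0.01% Tween-20. Incubations ran 30 min at room temperature, with 10 ug/mL donor/acceptor beads.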
GLS inh – blocks human kidney-isoform glutaminase activity; 410,000 compounds, 0.21% hits; O94925; GLS enzymatic activity, qHTS titration; Potency, µM (doses to about 45.5 µM), inactives show at the highest dose activity change, negative = inhibition, most hits filed as inhibitors; AID 624170; note: potency is the fitted concentration of half-maximal effect; % is set by controls: 0 for no effect and ±100 for the full control effect
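Glutamate formation by hKGA was monitored fluorometrically using coupled glutamate oxidase, HRP and Amplex Red. Substrate was added as 1 mM L-glutamine solution; incubation was 30 min at RT after an initial read.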
G9a inh – blocks human histone lysine methyltransferase G9a. 350,000 compounds, 8.8% hits. Potency, µM (highest dose often 102 µM), for inactives: at the top dose activity, negative = inhibition, hits mostly inhibitors. Q96KQ7. G9a H3K9 monomethylation, AlphaScreen, 2 h; note: potency is the fitted concentration of half-maximal effect; % is set by controls: 0 for no effect and ±100 for the full control effect; nearly all actives have a fitted effect of over 75% in size
Target sequence (Q96KQ7 913-1193 limits assumed): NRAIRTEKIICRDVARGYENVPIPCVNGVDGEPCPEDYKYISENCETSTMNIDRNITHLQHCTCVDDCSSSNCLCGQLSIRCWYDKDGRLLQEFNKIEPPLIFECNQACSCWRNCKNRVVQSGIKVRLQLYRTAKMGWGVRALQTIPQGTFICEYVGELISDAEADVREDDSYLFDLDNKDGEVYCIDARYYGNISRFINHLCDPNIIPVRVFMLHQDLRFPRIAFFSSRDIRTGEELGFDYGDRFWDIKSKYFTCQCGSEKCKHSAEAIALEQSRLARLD
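Methyltransferase reactions run at room temperature for 2 h (20 nM enzyme, 500 nM biotin-H3K9 peptide, 20 uM SAM) after a 15 min compound preincubation; product detected by AlphaScreen beads and anti-H3K9me1 antibody.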
ERG-DNA inh – blocks human ERG Ets domain binding to DNA; fluorescence polarization, His-ERG Ets domain / labelled DNA; Potency, µM (doses to about 76.9 µM), for inactives: top-dose FP activity, negative = inhibition, usual class: inhibitors; 370,000 compounds, 0.028% hits; AID 624246; active = well fitted inhibition curve with a large enough effect in the polarisation, with a control signal flat; inconclusive = small, poorly fitted or top-dose-only effect, or effect the other way, or a change in a side signal; inactive = no such curve, though single readings can be large or run the other way; the % refers to the polarisation;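 note: polarization taken with two DNA probes labelled with fluorescein and Texas red; potency is the fitted concentration of half-maximal effect; % of control where 0% means no effect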
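His-tagged ERG Ets domain (1 uM in the protein solution; 300mM KCl, 50mM Tris-HCl, 1mM EDTA, 1mM DTT, pH 7.5) received compound, then a probe mix of 5 nM fluorescein-DNA and 100nM Texas-615-DNA. Fluorescence polarization was read for both dyes.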
RGS4 inhibitor – human RGS4 inhibition; 390,000 compounds, 0.039% hits; Potency, µM (titrated, usually from 114 µM), for the others: top-dose activity change, negative = inhibition, most hits filed as inhibitors; P49798; Transcreener GDP fluorescence polarization, RGS4-accelerated GTP hydrolysis; note: potency is the fitted concentration of half-maximal effect; % is set by controls: 0 for no effect and ±100 for the full control effect; nearly all actives have a fitted effect of over 75% in size; some results filed as inactive show a strong effect at the top dose
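MLSMR compounds (23 nl, pin-transferred) preincubated 10 min at room temperature with a 500nM (2x) first reagent, then RGS4 at 900nM (2x) plus Transcreener GDP mix added; fluorescence polarization (620/688 nm) read before and after 90 min at 30 °C.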
BAZ2B block – blocks human BAZ2B. Q9UIF8. AlphaScreen BAZ2B-H3K14Ac peptide displacement. Potency, µM (doses to about 114 µM), for inactives: top-dose activity change, negative = inhibition, hits mostly inhibitors. 360,000 compounds, 4.4% hits. AID 504333; note: potency is the fitted concentration of half-maximal effect; % is set by controls: 0 for no effect and ±100 for the full control effect; nearly all actives have a fitted effect of over 60% in size
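In this displacement format the biotinylated H3(5-23) peptide acetylated at Lys14 serves as ligand at 50 nM, with BAZ2B at 50 nM in PBS pH 7.4 containing 0.01% Tween-20. Donor and acceptor beads are 10 ug/mL final.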
* = called active by the depositor; i = inactive; ? = inconclusive; . = not tested or not shown; & = joins results of further samples; [ ] = remark or other dose. Unless noted, calls come from the whole dose curve; as a rule, active = well fitted curve in the direction sought with a large enough effect; inconclusive = small, poorly fitted or top-dose-only effect, or another doubt; inactive = no such curve, though single readings can be large; an effect the other way counts as inactive or inconclusive.

SMILES	JMJD2A Tudor inh	12-LOX inh	PI4K2A inh	HP1b chromo inh	GLS inh	G9a inh	ERG-DNA inh	RGS4 inhibitor	BAZ2B block
COc1ccc(NC(=O)CCN2CCN(S(=O)(=O)c3ccc(F)cc3)CC2)cc1	-8%	-10%	-2	26%	-7%	25%	-5%	27%	-21%
CCOC(=O)c1ccc(NC(=O)Cc2cccs2)cc1	-5%	?	-7	32%[activator]	3%	23%	-7%	23%	5%
Cc1cc(=O)n2[nH]c(-c3sccc3-n3c(C)ccc3C)cc2n1	-29%	0%	?	?	2%	-31%	9%	-45%	50µM*
Nc1cc(=O)nc(SCC(=O)Nc2cccc(Cl)c2)n1CCc1ccccc1	-18%	?	-1	36%	4%	-22%[59 µM]	-2%	-8%	-25%
CCc1ccc(CNC(=O)C2CCN(S(=O)(=O)N3CCCC3)CC2)cc1	-12%	-7%	0	25%	4%	.	3%	34%	-3%
CCN1CCN(c2nc3ccccn3c(=O)c2C=O)CC1	2%	-3%	-8	38%	2%	?	0%	-13%	3%
COc1ccc2cc(C(=O)C3CCCN(Cc4cnc(C)s4)C3)ccc2c1 (stereo not drawn)	?	0%	-3	?	-17%	.	-2%	-19%	?
c1ccc(-c2nn[nH]n2)nc1	7.1µM*	14%	-9	27%	3%	.	-2%	-9%	5.6µM*
Cc1ccc(Cn2cc3c(n2)-c2c(oc(C(=O)Nc4ccc(F)cc4F)c2C)CC3)cc1	-27%	-25%	-5	14%	-5%	1%[59 µM]	0%	5%	-4%
O=C(O)CSCC(=O)Nc1ccccn1	3%	-14%	1	22%	0%	.	9%	11%	3%
CCNC(=O)c1c(C)nc2ccccn12	11%	-14%	6	30%	-2%	6%	-1%	-27%	5%
CCOc1ccc(-c2cc(C(=O)NCCc3ccc(OC)c(OC)c3)[nH]n2)cc1	-23%	7%	-2	5%	-6%	-13%[59 µM]	2%	-6%	-9%
CSc1nc2nc(C)cc(-c3ccccc3)n2n1	-12%	432%[activator]	-14	36%	-8%	0%[12.7 µM]	0%	0%	-5%
O=C1CCC([N+](=O)[O-])C(c2ccc(Cl)cc2)N1 (stereo not drawn)	6%	0%	0	29%	-17%	-7%[59 µM]	2%	-12%	4%
Cc1cccn2c(=O)c(C=NCc3ccco3)c(Nc3ccc(SC(F)F)cc3)nc12	-21%	?	-2	46%[activator]	-8%	29%[0.501 µM]	-4%	-23%	-26%
CCOc1ccc(C(=O)CN2CCN(S(=O)(=O)c3ccc(Br)cc3)CC2)cc1	-7%	?	9	62%[activator]	-4%	32µM*	-1%	-36%	-36%
c1ccc(-c2nnc(CN3CCN(c4ccccn4)CC3)o2)cc1	-19%	-2%	-3	19%	-1%	6%[59 µM]	0%	9%	-3%
Cc1ccn2cc(CNC(=O)c3ccc(Br)o3)nc2c1	-18%	?	4	36%	-11%	10%	11%	-5%	-20%
O=C1NN(c2ccc(F)cc2)C(=O)/C1=C\C=C\c1ccco1	?	45µM*	1	-35%	3%	?	0%	-7%	-39%
Cc1ccc(C(NC(=O)Nc2ccccn2)C(Cl)(Cl)Cl)cc1F (stereo not drawn)	-8%	0%	-1	-18%	3%	5%	2%	-16%	-1%
CNCCCOc1ccc(Cl)cc1C(C)(C)C	45µM*	?	10	?	-11%	14µM*	31%[activator]	-10%	32µM*
CCC1CSC(=Nc2ccc(C)cc2)N1C(=O)CN1C(=O)NC2(CCCC2)C1=O (stereo not drawn)	-23%	-2%	-5	-3%	3%	?	0%	-30%	?
CCN(c1cccc(C)c1)S(=O)(=O)c1c(C)[nH]c(=O)[nH]c1=O	-11%	20%	-4	10%	11%	5%[2.33 µM]	.	19%	9%
Cc1nnc(N2CCN(c3ccc(Cl)cc3)CC2)c2c1nnn2Cc1ccc(F)cc1	-14%	-9%	-1	57%[activator]	1%	10%[59 µM]	0%	-12%	-18%
CCNC(=O)c1ccc(CSc2ccc(Cl)cc2)cc1	?	3%	-1	1%	1%	6%[59 µM]	1%	-44%	8%

Carrying on:
SMILES	JMJD2A Tudor inh	12-LOX inh	PI4K2A inh	HP1b chromo inh	GLS inh	G9a inh	ERG-DNA inh	RGS4 inhibitor	BAZ2B block
Cc1cccc(C(C)C)c1NC(=O)CN(C)Cc1cccc(F)c1	-10%	-3%	-2	36%	0%	5%[59 µM]	3%	0%	6%
S=C(NCc1ccc(Cl)cc1)N1CCN(c2ccccn2)CC1	-19%	-5%	3	20%	2%	2%	7%	-5%	-11%
COc1cc(C)c(CN2CCC(n3nccc3NC(=O)C3CC3)CC2)cc1C	-2%	-12%	1	27%	0%	20%	6%	-10%	-14%
Cc1ccc(S(=O)(=O)N[C@@H](Cc2ccccc2)C(=O)CCl)cc1	-35%	?	34&27	10%	21%	-35%[59 µM]	11%	7.5µM*	8%
O=C(c1ccc2c(c1)CCCC2)N1CCN(c2nc3ccc(F)cc3s2)CC1	-18%	-17%	0	41%[activator]	-6%	-48%[59 µM]	1%	-1%	0%
O=C(N/N=C/c1c(O)ccc2ccccc12)c1ccc[n+](CCO)c1	28µM*	-8%	1	27%	23%	?	-4%	-37%	13µM*
CC(CNC1CCCCC1)OC(=O)c1ccccc1 (stereo not drawn)	-9%	-10%	-1&0	42%[activator]	-6%	10%[59 µM]	-5%	-16%	-4%
Cc1ccc(NC2CNC(=O)NC2=O)cc1C (stereo not drawn)	-7%	0%	1	31%[57 µM]	15%	.	4%	-12%	.
COc1ccc(CC(=O)Nc2cc(C)ccn2)cc1OC	-6%	499%[activator]	0	10%	-7%	.	-14%	-3%	.
COc1ccc(C(=O)NC(=S)Nc2nc(-c3ccc(OC)c(Br)c3)cs2)cc1Br	-2%	1%	1	5%	8%	-5%	-2%	-18%	?
Cc1cccc(N2CCN(C(=O)N3CCCCC3)CC2)c1C	1%	-5%	5	37%	-13%	13%	12%	-42%	0%
COc1ccc(OC)c(NC(=O)CSc2nnc(Cn3c(=O)sc4ccccc43)n2C)c1	-11%	459%[activator]	-1	39%	-4%	-7%[59 µM]	16%	-6%	-4%
O=C(CNC(=O)c1ccc(Br)o1)NC1CCCCC1	-1%	i	3	29%	-7%	38%[activator]	-4%	-17%	9%
COc1ccc2c(c1)nc(SCC(O)c1ccccc1)n2C (stereo not drawn)	-9%	3%	0	14%	-14%	-2%	5%	4%	-3%
CCC1(c2ccccc2)NC(=O)N(CC(=O)N(C)CC(=O)Nc2ccc(F)c(F)c2F)C1=O (stereo not drawn)	-8%	?	-3	3%	-4%	3%[0.501 µM]	-4%	2%	-4%
Cc1ccc([N+](=O)[O-])c(OCCN2C(=O)NC(C)(C)C2=O)c1	-24%	-6%	3	12%	-7%	?	-4%	-8%[56.9 µM]	?
COc1ccc(CC(=O)N(C)CC(=O)Nc2ccccc2Cl)cc1S(=O)(=O)N1CCOCC1	-22%	431%[activator]	0	44%[activator]	-4%	20%[12.7 µM]	?	6%	2%
CC(C)CC(NC(=O)c1ccccc1NC(=O)c1ccccc1)C(=O)O (stereo not drawn)	-6%	-2%	-3	45%[activator]	5%	10%	10%	-2%	-3%
CCn1c(Cc2ccccc2)nnc1SCC(=O)Nc1ccc(N2CCOCC2)c(Cl)c1	-11%	0%	-3	12%	4%	-11%[59 µM]	-2%	-48%	2%
CCCOc1ccc(C2C(C(=O)c3ccc(C)o3)=C(O)C(=O)N2CCN2CCOCC2)cc1OC (stereo not drawn)	22µM*	?	5	15%	-1%	?	-4%	-44%	4%
CCNC(=S)N1CCN(Cc2ccc3c(c2)OCO3)CC1	4%	-14%	-13	45%[activator]	1%	-1%	8%	0%	-5%
COC(=O)c1cc(OC)c(OC)cc1NC(=O)Nc1ccc(OC)cc1OC	?	-24%	7	7%	4%	-6%[12.7 µM]	3%	-16%	-3%
CC(=O)c1cccc(NC(=O)N2CCCC2C(=O)Nc2cccc(C)c2C)c1 (stereo not drawn)	-10%	-3%	5	41%	0%	26%	0%	-1%	2%
O=C1NCCN1Cc1ccc(Cl)cc1	-1%	-9%	1	21%	5%	13%	2%	27%	14%
CCOC(=O)N1CCN(C(=O)c2cccc(S(=O)(=O)Nc3ccc(Br)cc3)c2)CC1	-14%	8%	-2	23%	1%	-6%	4%	-31%	-14%
COc1ccc(NS(=O)(=O)c2ccc(OC)c(OC)c2)cc1OC	-19%	0%	4	18%	1%	17%[59 µM]	6%	5%	0%
CCn1ncc(CNC(=O)CCCSc2nc(-c3ccco3)cc(C(F)(F)F)n2)c1C	-6%	-35%	1	23%	2%	16µM*	-2%	-7%	-9%

High-throughput results (PubChem BioAssay)

A portion of the library. The share of hits here may be higher or lower than overall.
